S3 lipid droplet: qHTS Assay for Lipid Storage Modulators in Drosophila S3 Cells | Drosophila S3 cells, BODIPY lipid droplet fluorescence, 18-24 h; cells fed with added oleic acid | lipid storage change, negative = inhibition, % at the top dose, mostly 46.1 µM; hits show Potency in µM | 320,000 tested, 0.64% active | AID 2685; active = well fitted inhibition curve with a large enough effect in the signal ratio, with a control signal flat, not every such curve was filed as active; inconclusive = small, poorly fitted or top-dose-only effect, or effect the other way, or a change in a side signal; the % refers to the signal ratio
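Drosophila S3 cells got compounds at several concentrations plus oleic acid (400 uM solution). Laser-scanning cytometry with 488 nm excitation read lipid droplets at 500-530 nm and cells at 575-640 nm. Percent activity was relative to 20 uM Triacsin C.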
S3 lipid droplet cell count max: recorded beside S3 lipid droplet, whose call it bears; cell number change, %; measured here: cell count max response;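 cells counted by Cell Tracker Red CMTPX staining in the red channel; peak over a dose series mostly up to 46.1 µM; percent activity relative to internal control wells on each plate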
Numbers without * were called inactive; i = inactive; ? = inconclusive; / = not tested or not shown; [ ] = another dose, or the depositor's remark. % is set by controls: 0 for no effect and ±100 for the full control effect; potency is the fitted concentration of half-maximal effect. Some of the compounds tested; rates above refer to the full screens.

S3 lipid droplet	S3 lipid droplet cell count max	SMILES
-7.5%	-8.8	Fc1ccc2nc(Nc3nc4c(s3)CCCC4)sc2c1
?	/	CCn1c(-c2ccccc2O)n[nH]c1=S
?	/	COC(=O)c1cc(NC(=O)CSc2nnc(CN3CCOCC3)n2C)ccc1Cl
-33.7%	/	COC(=O)c1cc2ccsc2n1Cc1cc(=O)n2ccccc2n1
-13.9%	/	CC(C)Sc1nc2c(c(=O)[nH]1)C(c1cccs1)C1=C(CC(C)(C)CC1=O)N2 (stereo not given)
?	/	O=C(Nc1ccccc1F)c1ccc(-c2cccc([N+](=O)[O-])c2)o1
?	/	CCOc1ccc2c(C)c(C(=O)O)oc2c1OCC
?	/	Cc1ccc(-c2nnc(Nc3ccc4c(c3)OCO4)c3ccccc23)cc1S(=O)(=O)NCCO
?	/	Cc1ccc(CSc2nnc(SCC(=O)N/N=C/C=C/c3ccccc3[N+](=O)[O-])s2)cc1
?	/	CCOC(=O)c1sc(NC(=O)Nc2ccc(Cl)cc2)cc1C
?	/	Cc1cc2nc(-c3ccc(SCC(=O)N4CCc5ccccc54)nc3)[nH]c2cc1C
-2.4%	-0.2	CCCn1nc(NC(=O)c2cccs2)c2cc3cccc(C)c3nc21
-28.4%	0.4	COc1ccc(S(=O)(=O)N2CCN(C(=O)C3CC3)CC2)cc1
-12.3%	7.2	COC(=O)c1c(NC(=O)CCN2CCOCC2)sc2c1CCCC2
5.9%	-4.6	O=C(c1sccc1Cl)N1CCN(Cc2ccc3c(c2)OCO3)CC1
4.11µM*	-0.4*	O=C(CN1C(=O)C(=O)N(C2CCCC2)C1=O)NCCc1ccc(Cl)cc1Cl
3.8%	12.0	CCc1ccc(S(=O)(=O)NCc2csc(-c3cccnc3)n2)s1
-3.3%	5.9	CC(C)[C@H](Nc1nc(-c2ccccc2)nc2c1oc1ccccc12)C(=O)O
9.6%	23.3	CC(=O)N1CC(=O)N(c2ccccc2)C1=O
5.5%	15.4	COC(=O)c1ccc(-c2nc(CN3CCCN(C(=O)c4ccco4)CC3)c(C)o2)cc1

Record cards (already shown). Order of screens: S3 lipid droplet	S3 lipid droplet cell count max
CC(C)Sc1nc2c(c(=O)[nH]1)C(c1cccs1)C1=C(CC(C)(C)CC1=O)N2 (stereo not given) across the screens: -13.9%	/
O=C(CN1C(=O)C(=O)N(C2CCCC2)C1=O)NCCc1ccc(Cl)cc1Cl across the screens: 4.11µM*	-0.4*

The list continues:
S3 lipid droplet	S3 lipid droplet cell count max	SMILES
?	/	Cc1nnc(Sc2cc(C(=O)NC3CC3)c3ccccc3n2)s1
8.2%	-1.8	COc1ccc(C(=O)N(C)C(C)c2ccon2)cc1OC1CCN(C(C)C)CC1 (stereo not given)
6.1%	6.8	COc1ccc(-n2c(C)cc(/C=C3/SC(=O)N(CC(=O)N4CCOCC4)C3=O)c2C)cc1
9.2µM*	/	Cc1ccc(S(=O)(=O)N2CCCCC2CCNC(=O)C(=O)NCc2ccccc2C)cc1 (stereo not given)
?	/	C/C(=N\NC(=O)c1nnn(-c2nonc2N)c1-c1ccc(Cl)c(Cl)c1)c1ccncc1
?	/	Cn1cc(C(=O)N/N=C/c2ccc(Br)c([N+](=O)[O-])c2)c2ccccc21
-1.8%	2.2	O=C(NNC(=S)NC(=O)c1cccnc1)c1ccccc1
?	/	Cc1ccc(COC(=O)c2cc([N+](=O)[O-])ccc2N2CCOCC2)cc1
-1.0%	5.8	CCOC(=O)c1cn2ccc(C)cc2n1
?	/	C=C(C)C1CCC(C)=C1COC(=O)Nc1ccccc1 (stereo not given)
19.6%	27.3	CC(C)Nc1cc(C(F)(F)F)nc(-c2ccccn2)n1
i[0.369 µM]	-4.2	O=C(CCC1CCCC1)NNC(=O)c1cccc(Cl)c1
?	/	CCOC(=O)C1(C)/C(=N/Nc2ccccc2)C(=O)C(=O)N1c1ccccc1 (stereo not given)
?	/	CN=C1c2c(-c3ccccc3)c3cc(OC)ccc3n2CCN1C
-4.2%	7.6	CNC(=S)N1CCN(C(=O)c2ccco2)CC1
?	/	Cc1ccc(S(=O)(=O)N(CCC#N)C2CCCCC2)c2nsnc12
?	/	O=[N+]([O-])c1ccccc1OCc1nc(-c2cccs2)no1
?	/	CCc1ccc(OCC(=O)c2c(O)c3ccccc3oc2=O)cc1
-12.9%	3.9	CCn1c(CNC(=O)Cc2ccc(OC)cc2)n[nH]c1=S
15.8%	/	CN1C(=O)C(=O)/C(=C(/O)c2ccc(Br)cc2)C1c1ccc(Cl)cc1 (stereo not given)

Gathered by group: the entries above containing a COOH group
S3 lipid droplet	S3 lipid droplet cell count max	SMILES
?	/	CCOc1ccc2c(C)c(C(=O)O)oc2c1OCC
-3.3%	5.9	CC(C)[C@H](Nc1nc(-c2ccccc2)nc2c1oc1ccccc12)C(=O)O

Following part.
S3 lipid droplet	S3 lipid droplet cell count max	SMILES
?	/	COc1ccc2nc(NC(=O)c3cccc(S(=O)(=O)N4CCOCC4)c3)sc2c1
i	/	Fc1ccc(-c2nc3ccccn3c2NCc2ccc3c(c2)OCO3)cc1
?	/	CCOC(=O)Nc1ccc2c(COC(=O)c3ccccc3O)cc(=O)oc2c1
?	/	O=[N+]([O-])c1ccc(N2CCN(c3ccc(F)cc3)CC2)nc1
-0.3%	-15.9	COc1ccc(NC(=O)Cn2c(-c3ccccc3)cc(C(C)=O)c2C)c(OC)c1
-23.2%	-7.4	Cc1ccc(Cl)cc1N1CCN(C(=O)CCS(=O)(=O)c2cccc3nonc23)CC1
?	/	O=C(CN1C(=O)NC2(CCCCC2)C1=O)Oc1ccc2ccc(=O)oc2c1
?	/	Cc1cc(C)cc(N2CCCn3c2nc2c3c(=O)n(CCN3CCOCC3)c(=O)n2C)c1
-12.2%	-13.6	O=C(Nc1ccc(Cl)c(Cl)c1)N1CCC(N2CCCCC2)CC1
?	/	O=C(CNC(=O)c1ccccc1F)NCC(c1cccs1)N1CCOCC1 (stereo not given)
11.0%	22.1	Nc1nc(N)nc(Cc2ccccc2O)n1
?	/	COC(=O)c1c(NC(=O)C2C3C=CC(CC3)C2C(=O)O)sc(C)c1C (stereo not given)
?	/	O=C(CN1CCOCC1)Nc1ccccc1Sc1ccc(Cl)cc1
?	/	CCOc1ccc(Br)cc1CSC(=N)N
9.8%	0.2	CCCCC(OC(=O)c1cc2occc2n1C)C(=O)NCC1CCCO1 (stereo not given)
i	9.3	Cc1c(CCO)c(=O)n(-c2ccccc2)n1S(=O)(=O)c1ccc(F)cc1
?	/	CCN1C(=O)CSC1=Nc1ccc(Cl)c(Cl)c1
?	/	C[N+](C)=C1SCC(C)(/C=N/O)S1 (stereo not given)
?	/	O=C(Nc1ccc(Oc2cccnc2)cc1)C1CCCCN1Cc1ccc(CO)o1 (stereo not given)
?	/	CCOC(=O)C1CCN(CC(=O)Nc2cc(C)nn2-c2nc3ccccc3s2)CC1
?	/	COc1ccc(/C=C/C(=O)c2ccncc2)c2ccccc12
-0.7%	5.0	O=C(COc1ccccc1[N+](=O)[O-])Nc1cccnc1
1.9%	11.6	CC(=O)NCCc1nc2cc(NC(=O)c3ccccc3)ccc2n1C
?	/	CCOC(=O)C1CCN(C(=O)Cn2nc(C)n3nc(-c4ccc(OC)cc4)cc3c2=O)CC1
9.2µM*	-10.2*	Cc1[nH]n(-c2ccccc2)c(=O)c1N=Nc1ccc(Cl)cc1
?	/	COc1cc(C2c3c(n[nH]c3C)C(=O)N2c2ccc(Br)cc2)ccc1O (stereo not given)
12.7%	11.9	Cc1cc(C)n(-c2ccc(NC(=O)C3CCN(Cc4cc(C)c(C)o4)CC3)cc2)n1
i	-3.6	Cc1ccccc1CNS(=O)(=O)c1c(C)[nH]c(C)c1C(=O)N1CCCCC1
-15.4%	1.3	O=C(O)c1nn(-c2cccc(C(F)(F)F)c2)ccc1=O
27.4%[0.0737 µM]	-7.7	CSCCC(NS(=O)(=O)c1ccccc1F)C(=O)NNC(=O)c1csc(N2CCOCC2)n1 (stereo not given)
?	/	CCN(CCCNC(=O)CN1C(=O)COc2ccccc21)c1cccc(C)c1
i	14.1	CC(=O)/C(C(=N)N1CCN(Cc2ccccc2)CC1)=C(\C)O
?	/	CCOC(=O)c1c(C)sc2c1N(C(=O)CN(CC)CC)c1cc(Cl)ccc1S2
?	/	CCn1c(SCC(=O)N2CCCC2)nnc1-c1ccc(N)cc1
-9.7%	-30.2	COC(=O)c1ccc(NC(=S)Nc2ccccn2)cc1
0.7%	-1.2	Cc1nnc(SCCN2CCOCC2)n1C
?	/	O=C(C1CCC(=O)N(C2CCCC2)C1)N1CCN(c2ccc(Cl)cc2)CC1 (stereo not given)
2.7%	2.4	Cc1ccc(Nc2nnc(SCC(=O)c3cc4ccccc4o3)s2)cc1C
?	/	COc1ccc2c(c1)S/C(=C\C(=O)c1ccncc1)N2C
i	-13.2	CCOc1ccccc1N1CCN(C(=O)c2c(-c3ccccc3Cl)noc2C)CC1
?	/	CN1CCN(C(=S)Nc2ccccc2Cl)CC1
?	/	O=C(NC(=Nc1ccccc1)N1CCOCC1)Nc1ccccc1
?	/	CCOc1ccc(S(=O)(=O)NC(C)C(=O)NCc2ccc3c(c2)OCO3)cc1 (stereo not given)
-21.4%	3.1	NC(=O)c1sc(=S)n2c1[nH]c(=O)c1sccc12
?	/	CCCCC(=O)Nc1c(C)cc(C)cc1Cl
?	/	Cc1ccccc1CN1CCCC(C(=O)Nc2ccc(-c3ccn[nH]3)cc2)C1 (stereo not given)
?	/	Cc1ccc(C)c2[nH]c(=O)c(CCNC(=O)c3cc4ccccc4o3)cc12
?	/	CCOc1ccc(C(=O)N2CCN(CC(=O)N3CCCC3)CC2)cc1OCC
?	/	CC(/C=N/NC(=O)Cn1nccc1C)=C\c1ccc(C(C)C)cc1
0.5%	1.8	O=C(NCC1CCCO1)C(c1ccc(F)cc1)N(C(=O)Cn1nnc(-c2ccc(F)cc2)n1)c1cccc(O)c1 (stereo not given)
?	/	COC(=O)c1sccc1NC(=O)COc1cccc(C)c1
18.3%	/	O=C(c1ccc(-n2c(SCc3cc(F)ccc3F)nc3ccccc3c2=O)cc1)N1CCOCC1
-2.2%	-3.1	CCCC(=O)c1ccc(N2CCCC2)c(F)c1
-2.8%	-0.9	O=C(CCN1C(=O)/C(=C/c2ccco2)SC1=S)Nc1ccc(C(=O)O)c(O)c1
?	/	CN(C)S(=O)(=O)Oc1ccc(C(=O)Nc2ccc([N+](=O)[O-])cc2)cc1
?	/	Cc1cc2ncn(C(=O)c3c(-c4ccccc4Cl)noc3C)c2cc1C
11.5%	12.8	CN(C)C(=O)c1ccc2c(c1)C1C3CCC(C3)C1C(c1ccccc1)N2 (stereo not given)
?	/	O=C(CN(c1cccc(C(F)(F)F)c1)S(=O)(=O)c1ccc(Cl)c([N+](=O)[O-])c1)NCc1ccc(F)cc1
i	27.8	Cc1nn(CCC#N)c(NC(=O)c2ccc(Cl)cc2)c1P(=O)(Nc1ccc([N+](=O)[O-])cc1)N1CCOCC1 (stereo not given)
-16.7%	2.5	NC(=O)CC(NC(=O)c1ccc(Br)cc1)c1ccc(NCCc2ccc(F)cc2)c([N+](=O)[O-])c1 (stereo not given)

Reprinted at random: four records from the list
S3 lipid droplet	S3 lipid droplet cell count max	SMILES
?	/	CN1CCN(C(=S)Nc2ccccc2Cl)CC1
-21.4%	3.1	NC(=O)c1sc(=S)n2c1[nH]c(=O)c1sccc12
-16.7%	2.5	NC(=O)CC(NC(=O)c1ccc(Br)cc1)c1ccc(NCCc2ccc(F)cc2)c([N+](=O)[O-])c1 (stereo not given)
?	/	Cc1ccccc1CN1CCCC(C(=O)Nc2ccc(-c3ccn[nH]3)cc2)C1 (stereo not given)

Continued:
S3 lipid droplet	S3 lipid droplet cell count max	SMILES
?	/	COc1ccc(-c2c(C)nn3c(NC4CCCC4)cc(C)nc23)cc1OC
4.8%	-16.0	O=Cc1ccc(-n2nncc2-c2ccc([N+](=O)[O-])cc2)cc1
-2.7%	-11.3	O=C(COC(=O)/C=C/c1cccc(Cl)c1)NCCC1=CCCCC1
?	/	Cc1ccnc2nc(C(=O)OCCOc3ccccc3)nn12
-4.8%	-14.2	O=C(O)CC1=C(Nc2ccccc2)C(=O)N(c2ccccc2)C1c1ccc(Cl)cc1 (stereo not given)
4.9%	16.9	CC(NC(=O)C[n+]1cccc(Br)c1)c1ccccc1 (stereo not given)
?	/	COc1ccc(CC(=O)Nc2ccc(-c3noc(-c4cc(OC)c(OC)c(OC)c4)n3)cc2)cc1
i	/	C=CCN(c1ccccc1C(=O)NCC(=O)O)S(=O)(=O)c1ccccc1C
?	/	CCc1[nH]nc(C(=O)N2CCCC(C(=O)c3cccc(C(F)(F)F)c3)C2)c1C (stereo not given)
-19.8%	11.5	CC(=O)c1cccc(NC(=S)NC(=O)c2ccccc2C)c1
?	/	O=C(COc1ccc2c(c1)oc(=O)c1ccccc12)NCC1CCC(C(=O)O)CC1 (stereo not given)
?	/	COc1cc(/C=C(\C#N)c2nc3ccccc3[nH]2)cc(Br)c1OCc1ccc(F)cc1
?	/	O=C(Nc1cccc2c1N(C(=O)c1ccco1)CCC2)c1ccco1
?	/	CCOc1ccccc1NC(=O)CCCNC(=O)c1ccc(Cl)cc1
?	/	CC(C1CC1)N(C(=O)c1ccccc1[N+](=O)[O-])c1ccccc1 (stereo not given)
3.7%	-11.4	CCCSc1nc2c(=O)[nH][nH]c(=O)c2n1Cc1ccccc1
?	/	Cc1sc2nc(SCC(=O)N3CCOCC3)[nH]c(=O)c2c1C
?	/	Cc1cc2ncn(-c3nnnn3-c3ccccc3)c2cc1C
?	/	Cc1cc(N2C(=O)C3C4CC(c5ccccc5)C(C4)C3C2=O)no1 (stereo not given)
?	/	Cc1cc(Cl)ccc1OCCCC(=O)NCc1ccncc1
